Compound activity as filed in PubChem BioAssay.
RORa activator = activates the human nuclear receptor RORA. P35398. CHO-K1 Gal4-RORA LBD luciferase reporter, luminescence; percent increase over mock-subtracted basal signal. AID 560. hit rate 1.5% among 65,000. activation, % at 10 µM;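 active = activation above the mean of all tested compounds plus 3 SD, cut at about 49% in these data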;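 also: 0% = DMSO-treated RORA cells and 100% = added signal equal to DMSO minus mock-transfected cells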
TNAP act mid DEA = activators of human TNAP at intermediate phosphate acceptor. purified TNAP, CDP-star luminescence, 100 mM DEA, 30 min; stronger effect = higher value; scale: 0 levamisole-inhibited, 1 vehicle-only enzyme. activation factor at 20 µM. 64,000 tested, under 10 active. AID 813;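 active = activation factor of at least 2 at 20 µM, relative to controls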
Fluor 339 460 = intrinsic fluorescence of library compounds, ex339/em460 – biochemical, MLSMR library, data from DPM-DC assay, artefact control, profiling panel; fluorescence fold increase at 10 µM; hit rate 5.5% among 65,000; compound autofluorescence, ex339/em460 nm, NADH buffer; stronger effect = higher value; 1 = no-compound wells, NADH background; AID 709;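 active = at 10 µM, mean starting fluorescence two-fold or more over control wells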;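 also: signal is the first read of a kinetic run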
NADH coupling = inhibitors of enzymes used to reach an NAD/NADH endpoint. coupled PK/LDH NADH assays, four targets. IC50, µM (titrated, usually from 10 µM), for the others: at the top dose inhibition. hit rate 0.02% among 65,000. AID 774;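 active = single-dose screening hits from any of four coupled enzyme assays that gave an IC50 when retested across doses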;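 also: the DPM-DC format reads NADH fluorescence rather than 340 nm absorbance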
HTR1A agonist = activates the human 5-HT1a serotonin receptor; P08908; CHO 5-HT1a Ga15 NFAT-bla reporter, FRET ratio; 0% basal, 100% maximal reference agonist; activation, % at 10 µM; hit rate 0.56% among 65,000; AID 567;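 active = activation above the screen-wide mean activation plus 3 SD, cut at about 19% in these data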;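 also: 0% = DMSO wells and 100% = 5-CT at EC100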
Target sequence (P08908 whole entry, looked up): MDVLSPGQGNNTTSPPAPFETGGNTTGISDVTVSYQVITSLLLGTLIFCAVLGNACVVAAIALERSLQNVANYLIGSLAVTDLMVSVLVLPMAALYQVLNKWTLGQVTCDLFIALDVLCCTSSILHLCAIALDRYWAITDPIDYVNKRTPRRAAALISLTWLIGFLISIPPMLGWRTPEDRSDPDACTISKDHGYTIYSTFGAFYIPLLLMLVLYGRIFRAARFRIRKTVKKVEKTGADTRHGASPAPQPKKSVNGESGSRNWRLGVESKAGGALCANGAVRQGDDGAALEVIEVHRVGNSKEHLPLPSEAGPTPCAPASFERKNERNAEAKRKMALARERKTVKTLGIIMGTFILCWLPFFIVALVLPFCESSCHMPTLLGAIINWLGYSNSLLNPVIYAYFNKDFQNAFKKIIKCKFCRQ
5-HT1A blocker = blocks the human serotonin 5-HT1a receptor. hit rate 0.68% among 62,000. P08908. inhibition, % at 10 µM. CHO 5-HT1a Ga15 NFAT-bla reporter, antagonist mode;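 active = inhibition above the mean of all tested compounds plus 3 SD, cut at about 43% in these data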;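 also: receptor stimulated by 5-CT agonist at 100 nM near EC80; beta-lactamase reporter measured by ratiometric fluorescence of a cleavable substrate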
SF-1 act = activators of human nuclear receptor SF-1. Q13285. CHO-K1 Gal4-SF-1 LBD luciferase reporter; % increase over DMSO SF-1-specific signal. activation, % at 10 µM. hit rate 1.9% among 65,000. AID 522;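 active = activation above the mean activation of all tested compounds plus 3 SD, cut at about 50% in these data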
Target sequence (Q13285 whole entry, looked up, the tested form may be a part): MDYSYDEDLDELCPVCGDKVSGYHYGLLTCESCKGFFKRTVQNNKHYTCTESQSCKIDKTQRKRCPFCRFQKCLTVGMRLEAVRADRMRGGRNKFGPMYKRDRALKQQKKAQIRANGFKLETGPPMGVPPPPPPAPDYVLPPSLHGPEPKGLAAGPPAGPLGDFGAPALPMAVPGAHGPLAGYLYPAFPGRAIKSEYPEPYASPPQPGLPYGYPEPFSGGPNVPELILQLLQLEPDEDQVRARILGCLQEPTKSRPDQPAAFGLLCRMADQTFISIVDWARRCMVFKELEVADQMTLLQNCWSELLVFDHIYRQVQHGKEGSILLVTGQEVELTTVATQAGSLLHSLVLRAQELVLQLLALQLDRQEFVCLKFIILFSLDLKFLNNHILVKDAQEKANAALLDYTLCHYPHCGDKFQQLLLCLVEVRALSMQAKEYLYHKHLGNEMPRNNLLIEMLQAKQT
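material = CHO-K1 cells with Gal4–hSF-1 LBD chimera plus Gal4-driven luciferase | compound = 10 µM single point, 1% DMSO | incubation = 20 h compound exposure at 37 °C after 1 h cell settling | measured by = SteadyLite luciferase luminescence | evaluation = percent activation relative to DMSO median and mock-transfected background | control set = DMSO negative control and −SF1 background wells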
MMP13 inh = inhibitors of human MMP13. P45452. MMP-13 fTHP FRET cleavage, Mca fluorescence. inhibition, % at 4 µM. hit rate 0.07% among 65,000. AID 570;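 active = inhibition above the mean of compound-free control plate wells plus 3 SD, cut at about 14% in these data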;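 also: 0% = DMSO wells and 100% = wells with reference MMP-13 inhibitor after basal subtraction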
A340 absorber = absorbance at 340 nm; compound absorbance at 340 nm, fold over control; 65,000 tested, under 10 active; fold change at 10 µM;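 active = at 10 µM dose, initial 340 nm absorbance at least 2 fold that of control wells; inactive = change under 2 fold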;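 also: initial absorbance extrapolated from kinetic A340 decline of NADH oxidation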
Starred values were filed as active, the others as inactive; . = not tested or not shown; [ ] = dose if it differs, or a comment.

no.	canonical_smiles	NADH coupling	A340 absorber	SF-1 act	HTR1A agonist	MMP13 inh	RORa activator	5-HT1A blocker	TNAP act mid DEA	Fluor 339 460
1	CCc1ccc(NC(=O)N(CCCN2CCOCC2)C(C)c2cc3cccc(OC)c3o2)cc1 (configuration not stated)	3%	1	-22	-0.6	-5	-5	-6	1	1.1
2	Cc1cc(C)n(S(=O)(=O)c2cc(C(=O)O)c(Cl)cc2Cl)n1	3%	0.99	-5	-3.2	-1	-7	7	0.8	1
3	O=C(Cn1c2c(c(-c3ccccc3)cc1=O)CCCC2)N1CCCCCC1	6%	1	37	1.5	1	-5	3	0.9	1.1
4	COc1ccc(CC(NC(C)=O)C(=O)NC2CCN(C(=O)Nc3ccc(C#N)cc3)CC2)cc1OC (configuration not stated)	5%	0.99	-10	0.5	-2	-16	-5	1	1.1
5	COc1ccccc1CNC(=O)C1CCC(CNc2c(N3CCOCC3)c(=O)c2=O)CC1 (configuration not stated)	3%	1	-14	-1.1	7	-2	4	0.8	1.1
6	COc1ccc(CC(=O)OCc2cc3ccc(C)cc3[nH]c2=O)cc1	6%	1.1	-5	1.0	-1	-2	0	1.1	1.2
7	CCCCCn1c(SCCCC)nc2c1c(=O)[nH]c(=O)n2C	8%	0.96	2	-3.4	-4	-26	-13	0.8	1.1
8	CCSc1cc(C2C(C(=O)OC)=C(C)NC3=C2C(=O)CCC3)c(C)o1 (configuration not stated)	2%	1	5	0.2	-2	-4	3	0.8	1.1
9	CCOC12NC(=O)CC(=O)N1C(c1ccccc1)=CS2 (configuration not stated)	9%	1	9	-1.9	2	-6	8	0.9	1.1
10	CCCCN(CC)Cc1ccc(CNC(=O)Nc2ccc(OC)cc2OC)o1	6%	0.98	7	-1.7	1	-10	13	1	1.1

As a short view, 2 of the compounds above:
no.	canonical_smiles	NADH coupling	A340 absorber	SF-1 act	HTR1A agonist	MMP13 inh	RORa activator	5-HT1A blocker	TNAP act mid DEA	Fluor 339 460
9	CCOC12NC(=O)CC(=O)N1C(c1ccccc1)=CS2 (configuration not stated)	9%	1	9	-1.9	2	-6	8	0.9	1.1
10	CCCCN(CC)Cc1ccc(CNC(=O)Nc2ccc(OC)cc2OC)o1	6%	0.98	7	-1.7	1	-10	13	1	1.1

Next section.
no.	canonical_smiles	NADH coupling	A340 absorber	SF-1 act	HTR1A agonist	MMP13 inh	RORa activator	5-HT1A blocker	TNAP act mid DEA	Fluor 339 460
11	O=C(CN1C(=O)c2ccccc2S1(=O)=O)N1CCN(c2ccccc2F)CC1	3%	1.1	7	-5.0	2	-8	4	0.9	1.1
12	Cn1c(CCc2ccccc2)nnc1SCC(=O)N1CCCC1	1%	1	-1	-2.8	2	-3	-3	1	1.1
13	O=C(CNC(=O)c1ccco1)NCC(=O)OCc1cccc(C(=O)Oc2ccccc2)c1	0%	1	-4	-2.0	-3	18	11	0.9	1.1
14	Cc1cc(=O)n2nc(N3CCCC(C(=O)N4CCOCC4)C3)sc2n1 (configuration not stated)	2%	1	2	0.9	2	-14	-7	0.9	1.1
15	O=C(CN(Cc1ccc(F)cc1)C(=O)Cn1nnc2ccccc21)NCC1CCCO1 (configuration not stated)	4%	0.98	-1	-2.5	3	5	5	0.9	0.99
16	COc1ccc(N(CC(=O)NC2CCCC2)C(=O)c2ccc(N3CCCCC3)nc2)cc1	4%	1	1	-0.9	0	-2	-1	1	1.1
17	CCN(C(=O)CN1CCN(c2ccc(OC)cc2)CC1)c1c(N)n(Cc2ccccc2)c(=O)[nH]c1=O	4%	1	-9	-3.9	-8	1	-6	1	1.1
18	O=C(Nc1cccc2c1CCCC2)C1CCCN(S(=O)(=O)c2cccc3nonc23)C1 (configuration not stated)	16%	1.1	-1	-0.3	1	-12	-14	1	1.1
19	COc1ccc(CN2CCN(C(=O)c3cccs3)CC2)cc1	12%	1	-1	-2.2	-5	14	3	0.9	1
20	Cc1ccc(S(=O)(=O)NCCC(=O)N2CCCCC2)cc1	5%	1	-6	-1.7	0	5	-6	0.9	1.1

Given with values under each structure: part of the list above
Values run as follows: NADH coupling | A340 absorber | SF-1 act | HTR1A agonist | MMP13 inh | RORa activator | 5-HT1A blocker | TNAP act mid DEA | Fluor 339 460
(17) CCN(C(=O)CN1CCN(c2ccc(OC)cc2)CC1)c1c(N)n(Cc2ccccc2)c(=O)[nH]c1=O
→ 4% | 1 | -9 | -3.9 | -8 | 1 | -6 | 1 | 1.1
(18) O=C(Nc1cccc2c1CCCC2)C1CCCN(S(=O)(=O)c2cccc3nonc23)C1 (configuration not stated)
→ 16% | 1.1 | -1 | -0.3 | 1 | -12 | -14 | 1 | 1.1
(19) COc1ccc(CN2CCN(C(=O)c3cccs3)CC2)cc1
→ 12% | 1 | -1 | -2.2 | -5 | 14 | 3 | 0.9 | 1
(20) Cc1ccc(S(=O)(=O)NCCC(=O)N2CCCCC2)cc1
→ 5% | 1 | -6 | -1.7 | 0 | 5 | -6 | 0.9 | 1.1

(continued)
no.	canonical_smiles	NADH coupling	A340 absorber	SF-1 act	HTR1A agonist	MMP13 inh	RORa activator	5-HT1A blocker	TNAP act mid DEA	Fluor 339 460
21	Cc1cc(=O)cc(C)[nH]1	16%	1	-8	-2.3	-4	-16	-7	1	1.2
22	COc1c(C)cccc1C(=O)Nc1ccc(CN2CCOCC2)cc1	0%	1	62*	-0.5	4	37	3	0.9	1.1
23	C=CCOC(=O)C(C#N)c1nc2ccccc2nc1N1CCN(c2ccccc2OC)CC1 (configuration not stated)	6%	1	-12	-5.4	0	-9	22	0.8	1
24	O=C(O)CCCC(=O)NCCCCc1ccccc1	1%	1.1	-16	-4.5	-4	-6	4	0.9	1.1
25	CCCCOC(=O)Nc1ccc(S(=O)(=O)Nc2cc(C)nc(C)n2)cc1	2%	1	-6	-1.1	1	-17	-5	0.9	1.1
26	CCCCn1c(NCc2ccccc2O)nc2ccccc21	2%	0.99	-15	-0.9	5	10	18	0.9	0.99
27	Cc1ccnc(SCCn2c(N3CC(C)CC(C)C3)nc3c2c(=O)n(C)c(=O)n3C)n1 (configuration not stated)	9%	1	0	-1.7	7	-11	-1	1	1.1
28	CCN(c1ccccc1)c1cc(C)nc2ncnn12	4%	1.1	4	1.7	2	-11	5	0.9	0.95
29	Cc1ccccc1-c1nc(CN2CCC(C(=O)NCCCN3CC(C)CC(C)C3)CC2)c(C)o1 (configuration not stated)	7%	0.96	1	1.5	0	4	3	1.1	1.1
30	S=c1nc(C2CCCCC2)[nH][nH]1	7%	1	2	-0.9	3	24	-5	0.9	0.86
31	Cc1cc(C)c2[nH]c(=O)c(C(c3nnnn3CC3CCCO3)N3CCCC(C)C3)cc2c1 (configuration not stated)	10%	1.1	-3	-1.3	-9	-4	14	1	1.4
32	O=C(Nc1ccc(O)cc1C(=O)O)c1cccc(Br)c1	0%	1.1	6	0.1	2	11	-7	0.9	1.1
33	Cc1ccc(C)c(-n2c(N)c(C(N)=O)sc2=S)c1	4%	1	2	-0.8	4	-12	6	1	1.1
34	COc1cc(NC(=O)CSc2nc(C)cs2)cc(OC)c1	4%	0.99	-7	-1.6	-5	-6	1	0.9	1
35	CC(C)N1C(=O)CCC1C(=O)NCc1ccccc1Cl (configuration not stated)	6%	1.1	4	-0.3	2	-21	4	1	1.1
36	COc1ccc(CN(CCCN2CCOCC2)C(=O)Nc2cccc(Cl)c2)cc1OC	4%	1	3	-3.9	2	8	18	0.9	1.1
37	Cc1ccc(C(=O)CSc2nnc(Cn3nnc4ccccc43)n2C)cc1	6%	0.99	20	-0.9	8	-8	-25	0.9	1.1
38	Cc1ccc2nc(C3CCN(CC(=O)N4CCCCCC4)CC3)[nH]c2c1	3%	1	5	-2.5	-6	-4	15	1	1
39	CCC(C)NC(=O)c1cn(CC)c2ccc(S(=O)(=O)N(C)C)cc2c1=O (configuration not stated)	4%	0.99	-15	-0.9	-2	8	-10	0.8	1
40	CCOc1ncccc1C(=O)Oc1ccc2c(c1)OCO2	5%	1	5	-1.0	-5	-11	14	1	1.1
41	Cc1ccc(S(=O)(=O)N2CCN(Cc3ccccc3C(F)(F)F)CC2)cc1	16%	1.1	1	1.0	6	26	-12	0.9	1
42	Cc1ccc(C(=O)NCc2occc2C(=O)O)o1	1%	1	-13	-2.1	0	-3	7	1	1.1
43	O=C(NCc1ccco1)c1ccc2c(=O)n(CCC3=CCCCC3)c(=O)[nH]c2c1	2%	1.1	-19	-1.2	-6	-4	-1	0.9	1.8
44	O=C(COc1ncnc2sccc12)Nc1ccc2c(c1)OCCO2	5%	1	12	-0.9	8	15	-4	0.9	1.1
45	Nc1nonc1-c1noc(-c2ccccc2Br)n1	3%	0.99	4	-0.3	1	16	16	0.9	1
46	COc1cccc(C(=O)N2CCN(S(=O)(=O)Cc3ccccc3)CC2)c1OC	4%	1	2	-2.8	0	-32	.	0.9	1
47	Cc1ccc(C(=O)Nc2nnc(-c3ccncc3)s2)o1	6%[fluoresces]	1.3	22	-1.3	-14	-7	11	1	2.1*
48	CCC(NC(=O)Nc1cc(OC)c(OC)c(OC)c1)(C(F)(F)F)C(F)(F)F	3%	0.99	-1	-2.6	-4	1	.	0.9	1
49	Cc1ccc(O)c(C(=O)CC(=O)c2cccc(F)c2)c1	0%	1.1	23	-0.8	2	27	22	0.8	1.1
50	CCCN(CCC)CCNc1c(N2CCN(C(=O)OCC)CC2)c(=O)c1=O	8%	1	-1	-3.8	8	-3	-8	1	0.91
51	O=S(=O)(N1CCCCC1)n1c(Cc2ccccc2)nc2ccccc21	2%	1.1	2	-1.4	6	-10	-3	0.9	1.1
52	O=C1CCCC2=C1C(Cc1ccccc1)C1=C(CCCC1=O)O2	4%	1	12	0.9	5	-6	10	1	1
53	C=CCOc1c(Cl)cc(C2NC(=O)NC(C)=C2C(=O)OC)cc1Cl (configuration not stated)	4%	1.1	-7	-0.6	3	1	3	0.9	1.1
54	Cc1oc2c(CN3CCCC3)c(O)ccc2c(=O)c1-c1ccc(Br)cc1	10%[fluoresces]	1.1	3	-1.3	-101[fluorescence artefact?]	-1	7	0.9	3.8*
55	NC1=C(c2ccc(F)cc2)C(=O)CS1	4%	1	-3	-1.9	11	-9	6	0.9	0.9
56	O=C(CCN1C(=O)c2ccccc2C1=O)Nc1ccc(-c2cn3ccsc3n2)cc1	0%	1	65*	-2.9	1	18	4	1	1.1
57	OC(CCN1CCOCC1)(c1ccc(Cl)cc1)C1CCCCC1 (configuration not stated)	2%	0.99	0	1.0	4	-7	20	0.9	1
